Bioassay records as filed in PubChem BioAssay.
GLD-1 RNA inh: GLD-1-TGE RNA interaction inhibition (C. elegans). Q17339. purified GLD-1 + fluorescein TGE RNA, fluorescence polarization. inhibition, % at 5.96 µM. hit rate 0.44% among 320,000;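 active = percent inhibition above a per-plate cutoff, the plate mean of test compounds plus 3 SD, cut at about 30% in these data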;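 note: 0% = DMSO wells with GLD-1 and probe and 100% = wells lacking GLD-1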
GSTO1 inh: counter-screen for RBBP9 inhibitors: inhibitors of human GSTO1. P78417. recombinant GSTO1, activity-based probe fluorescence polarization. inhibition, % at 5.96 µM. hit rate 1.1% among 300,000. AID 1974;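 active = inhibition above the campaign mean inhibition plus 3 SD, cut at about 35% in these data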;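 note: 0% = GSTO1-1 with DMSO and 100% = wells lacking GSTO1-1 enzyme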
BCLXL inh: blocks human Bcl-xL binding to Bim BH3 peptide; Q07817; GST-Bcl-xL / FITC-Bim BH3 peptide fluorescence polarization; inhibition, % at 10.9 µM; hit rate 0.7% among 320,000; AID 2129;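 active = inhibition above the mean of all tested compounds plus 3 SD, cutoff set per campaign, cut at about 30% in these data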;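 note: 0% = DMSO wells and 100% = unlabeled Bim-BH3 peptide competitor; inhibitors lower millipolarization by displacing the labeled peptide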
Target sequence (Q07817 whole entry, looked up): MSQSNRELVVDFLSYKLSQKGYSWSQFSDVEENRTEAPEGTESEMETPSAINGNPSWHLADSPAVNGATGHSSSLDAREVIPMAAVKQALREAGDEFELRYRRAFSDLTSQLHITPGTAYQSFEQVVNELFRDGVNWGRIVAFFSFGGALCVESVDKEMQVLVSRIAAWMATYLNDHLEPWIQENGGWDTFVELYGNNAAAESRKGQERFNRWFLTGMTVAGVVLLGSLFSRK
PME-1 inh: PME-1 (human) inhibition | Q9Y570 | recombinant PME-1, FP-Rh probe fluorescence polarization | inhibition, % at 5.9 µM | hit rate 0.53% among 320,000 | AID 2130;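 active = inhibition above the campaign mean of all compounds plus 3 SD, cut at about 26% in these data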;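 note: competitive labeling of PME-1 active site by serine hydrolase directed probe; 0% = PME-1 with DMSO and 100% = wells lacking PME-1 enzyme; inhibitors block probe labeling so polarization falls and inhibition rises; many of its hits are not listed in these tables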
Target sequence (Q9Y570 whole entry, looked up): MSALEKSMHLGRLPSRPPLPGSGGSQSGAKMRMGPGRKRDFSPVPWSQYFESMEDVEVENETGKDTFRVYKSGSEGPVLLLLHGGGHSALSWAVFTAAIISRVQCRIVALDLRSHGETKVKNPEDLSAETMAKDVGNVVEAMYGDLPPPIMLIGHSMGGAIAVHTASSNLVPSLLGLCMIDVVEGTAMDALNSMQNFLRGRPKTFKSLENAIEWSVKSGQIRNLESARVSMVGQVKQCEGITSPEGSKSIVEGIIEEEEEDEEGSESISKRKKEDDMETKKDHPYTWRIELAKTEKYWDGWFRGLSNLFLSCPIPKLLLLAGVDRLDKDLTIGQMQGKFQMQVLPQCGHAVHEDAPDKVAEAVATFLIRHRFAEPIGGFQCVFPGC
PAD4 inh: blocks human protein arginine deiminase 4 | recombinant PAD4, RCA probe fluorescence polarization | hit rate 0.41% among 330,000 | inhibition, % at 6.36 µM | AID 485272 | Q9UM07;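 active = percent inhibition above a cutoff equal to the mean of all tested compounds plus 3 SD, cut at about 15% in these data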;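 note: 0% = PAD4 with RCA probe and DMSO and 100% = probe without PAD4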
MCL1-BIM inh: disrupts human MCL1 binding to BIM-BH3 peptide; Q07820; inhibition, % at 10.9 µM; hit rate 0.68% among 320,000; GST-MCL1 / FITC-Bim-BH3 fluorescence polarization;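 active = inhibition above the mean inhibition of all tested compounds plus 3 SD, set per campaign, cut at about 40% in these data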;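 note: 0% = DMSO wells and 100% = unlabeled Bim-BH3 peptide control; higher means more loss of mP so more displacement of Bim peptide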
MEX-5 binding: C. elegans MEX-5 TCR-2 RNA binding activity. Q9XUB2. MEX-5/FITC-TCR2 RNA binding, fluorescence polarization; stronger effect = lower value. activity score (negative = inhibition of binding), % at 10 µM. hit rate 0.38% among 300,000. AID 1832;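 active = inhibition past about -25% in most replicates, and total fluorescence under double the plate's negative control median, limit read from the data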;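 note: 0% = DMSO and -100% = 5 µM competing unlabeled TCR2 RNA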
Target sequence (Q9XUB2 whole entry, looked up): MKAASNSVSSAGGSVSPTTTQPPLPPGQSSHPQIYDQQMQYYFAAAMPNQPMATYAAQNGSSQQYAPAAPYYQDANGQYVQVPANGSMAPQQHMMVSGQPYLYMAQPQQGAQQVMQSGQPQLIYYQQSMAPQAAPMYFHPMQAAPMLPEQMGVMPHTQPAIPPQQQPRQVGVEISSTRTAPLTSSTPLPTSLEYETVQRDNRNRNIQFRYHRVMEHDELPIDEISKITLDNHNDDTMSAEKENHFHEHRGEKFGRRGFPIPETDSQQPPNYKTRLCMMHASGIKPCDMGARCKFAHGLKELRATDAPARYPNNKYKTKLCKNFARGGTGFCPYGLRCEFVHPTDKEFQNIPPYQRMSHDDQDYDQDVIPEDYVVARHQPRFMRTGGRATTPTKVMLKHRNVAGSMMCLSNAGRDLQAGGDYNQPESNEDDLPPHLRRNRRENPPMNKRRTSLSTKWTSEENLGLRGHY
Fam108B counter: blocks mouse Fam108B hydrolase in RBBP9 counter-screen. recombinant Fam108B, FP-Rh probe fluorescence polarization. inhibition, % at 9.51 µM. hit rate 0.33% among 300,000;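 active = inhibition above the screen mean inhibition plus 3 SD, computed separately per campaign, cut at about 18% in these data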;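 note: inhibitors lower polarization as less probe binds the enzyme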
TPT1 inh: blocks Candida albicans tRNA 2'-phosphotransferase | recombinant caTPT1, FP RNA substrate dephosphorylation | inhibition, % at 5 µM | hit rate 0.81% among 300,000 | AID 1962;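 active = inhibition above the mean of all tested compounds plus 3 SD, set per screening campaign, cut at about 24% in these data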;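 note: plate controls were DMSO alone for no effect and ferristatin control at 100 nM for full effect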
Starred values were filed as active, the others as inactive; nt = no result given.

SMILES	GLD-1 RNA inh	GSTO1 inh	BCLXL inh	PME-1 inh	PAD4 inh	MCL1-BIM inh	MEX-5 binding	Fam108B counter	TPT1 inh
COc1ccc(OC)c(NC(=O)C(=O)NCCC2=CCCCC2)c1	6	4	2	5	0	2	-0.6	6	-2
CCOC(=O)c1cnc2c(cnn2C)c1NCCCn1ccnc1	4	0	-1	1	0	-1	2.3	-2	2
CC(C)(C)c1ccc(OCC(=O)N2CCN(c3ccccn3)CC2)cc1	9	nt	0	3	3	1	nt	nt	nt
CC(C)n1cnc2c(N(C)c3cccc(Cl)c3)nc(N(CCO)CCO)nc21	-7	7	2	14	3	5	1.0	4	-2
COc1cc2c(cc1NC(=O)/C=C/c1ccccc1)oc1ccccc12	8	-5	1	-26	-3	2	1.6	-7	-2
O=C(N/N=C/c1ccc(-c2cccc(C(F)(F)F)c2)o1)c1ccccc1O	3	-3	4	9	-4	5	0.3	0	5
N#CCCn1cc(/C=N/NC(=O)c2ccncc2)c(-c2ccc(F)cc2)n1	3	1	1	9	-3	14	1.4	2	-1
Clc1nc2ccccc2cc1-c1nnn(-c2ccccc2Br)n1	6	2	5	-4	2	4	2.8	1	2
COc1cccc(-c2nc(CS(=O)(=O)CC(=O)Nc3ccccc3Br)c(C)o2)c1	3	-10	0	2	-3	-3	2.1	0	2
CCN(CC)CCCCN1c2ccccc2Sc2ccccc21	2	-1	1	-3	-1	2	-3.0	0	0
CC(Sc1nnnn1-c1ccccc1)C(=O)Nc1ccccc1-c1ccccc1 (configuration not stated)	5	1	2	6	3	6	1.5	3	-3
CCCCn1c(N)c(N(CC(C)C)C(=O)CC2CCCCC2)c(=O)[nH]c1=O	-5	0	-1	0	1	-8	0.3	-2	2
O=[N+]([O-])c1ccccc1S(=O)(=O)N1CCN(CC2CC3C=CC2C3)CC1 (configuration not stated)	-3	-1	6	0	-3	0	-5.8	2	-2
NS(=O)(=O)c1ccc(N/N=C/c2ccncc2)cc1	4	-3	1	1	1	3	-2.9	5	1
O=C(NCc1cccnc1)c1ccc2c(c1)OCO2	-1	-9	6	2	-1	1	-1.4	0	-1
Cc1ccc(SCC(=O)Nc2ccc(N3CCN(C)CC3)c(F)c2)cc1	3	-5	6	-5	0	6	-1.4	-1	0
O=C(Nc1cc(Cl)ccn1)C1(c2ccccc2)CC1(Cl)Cl (configuration not stated)	7	7	8	-7	2	5	0.6	-5	-1
O=C(O)c1ccc(NC(=S)NC(NC(=O)c2ccco2)C(Cl)(Cl)Cl)cc1 (configuration not stated)	-1	-3	8	-1	-4	6	1.6	0	0
O=C(NCCc1ccccc1)C1=COCCO1	2	27	-4	0	-4	-4	1.8	1	4
S=c1[nH]ccn1-c1ccc(Cl)cc1	-1	-7	-11	-5	-1	-7	-0.7	-3	0
O=C(COc1cccc(C(F)(F)F)c1)Nc1ccccc1N1CCCCC1	1	4	-2	2	-1	-10	-0.1	-2	3
CN(Cc1cn[nH]c1-c1ccc2c(c1)OCO2)C1CCOCC1	5	5	3	1	4	-2	-1.3	3	1
CCc1noc(C)c1C(=O)OC(C)C(=O)Nc1ccc(Cl)cn1 (configuration not stated)	0	nt	2	4	-8	1	nt	nt	nt
O=C(CNC(=O)c1cccs1)NCC(=O)OCC(=O)c1ccc([N+](=O)[O-])cc1	10	3	-1	-7	-6	-3	1.7	-1	-7
CN(C)CCCNC(CC(=O)Nc1cccc([N+](=O)[O-])c1)C(=O)O (configuration not stated)	-7	-2	3	-2	1	8	0.6	-5	-3
Cc1nn(-c2ccccc2)c(C)c1NC(=O)COC(=O)c1ccc(NC(=O)CC#N)cc1	-11	-4	-7	-16	-6	-10	0.8	-9	7
COc1ccc(CNC(=O)CN(C(=O)c2csnn2)c2cccc3c2CCCC3)cc1	9	9	3	-9	4	3	3.1	2	-2
CC(C)CNC(=O)C1CCN(CC2CCCCC2)CC1	4	-2	5	-2	4	-4	-0.4	-1	1
COc1ccc(NC(=O)c2ccc(-c3ccccc3C(F)(F)F)o2)cc1	11	-1	-2	-1	0	4	1.0	1	0
COc1ccc(Br)cc1CN(C)CC(=O)Nc1cccc(S(N)(=O)=O)c1	0	3	-9	-2	3	-11	-2.6	-1	3
COC(=O)c1ccccc1NC(=O)C(=O)NCC1CCCO1 (configuration not stated)	3	2	3	1	-6	-4	0.1	2	-2
CCOC1OC(=O)C(Cl)=C1Nc1cc(C)ccc1C (configuration not stated)	0	4	-1	-1	2	-3	0.2	2	1
O=C1C(=O)N(CCO)C(c2ccc(Br)cc2)/C1=C(\O)c1ccccc1 (configuration not stated)	-3	-3	2	0	3	1	1.7	-1	1
CCOC(=O)CN1C(=O)C(Sc2n[nH]c(-c3ccc(O)cc3)n2)CCc2ccccc21 (configuration not stated)	-4	8	-1	21	0	-1	1.5	3	-5
Cc1ccc(CS(=O)(=O)CC(C)(O)c2ccc(Cl)cc2)cc1 (configuration not stated)	7	3	5	-4	6	4	0.5	-4	-2
O=C(O)C1Cc2c([nH]c3ccccc23)C(c2ccc3c(c2)OCO3)N1 (configuration not stated)	14	10	52*	3	-3	59*	-6.1	8	-4
O=C(O)CC1(CC(=O)Nc2ccc3ccccc3n2)CCCCC1	0	-32	4	-5	2	-2	-2.4	-3	-6
Cc1ccc(S(=O)(=O)NCCc2cc3ccc(C)cc3[nH]c2=O)cc1	8	-8	5	-5	-2	0	-3.7	-5	-1
CCc1nnc(NC(=O)CCC(=O)NC2CCCCCCC2)s1	-6	-3	5	-6	3	5	-1.7	-3	-6
COc1cccc(-n2nnc3c(=O)n(CC(=O)N4CCC(Cc5ccccc5)CC4)cnc32)c1	10	39*	0	0	-1	0	nt	-1	2
Cc1ccc(S(=O)(=O)N2CCCCC2C(=O)NCc2ccco2)cc1 (configuration not stated)	1	-6	11	-4	9	8	3.0	-2	3
CN(C)c1cccc2c(S(=O)(=O)Nc3ccccn3)cccc12	1	45*	2	7	-9	-1	0.6	4	-5
O=C(N/N=C/c1ccc(F)cc1)c1cc(-c2ccco2)nc2ccccc12	6	57*	11	5	-1	64*	-8.2	6	2
CCN(CCCNC(=O)C1CCCN(S(=O)(=O)CC)C1)c1cccc(C)c1 (configuration not stated)	-4	3	1	-6	-5	2	-0.6	1	-2
CCOc1ccc(NC(=O)CSc2nccn2Cc2ccco2)cc1	-3	12	-1	-1	-3	-3	-0.1	4	1
CC(C)OC(=O)c1cccc(NC(=O)c2ccccc2)c1	6	4	3	-1	1	1	1.8	0	-2
COc1ccccc1-c1ccc(SCC(=O)N2CCOCC2)nn1	0	0	-3	0	1	3	-2.4	8	1
COc1ccccc1-c1nnc(SCC(=O)OC(C)C)o1	0	-7	-3	4	-8	-2	0.5	4	3
CC(=O)CC1OC(=O)C(Br)=C1NCc1ccccc1 (configuration not stated)	1	8	7	4	0	14	-0.2	8	0
CCOC(=O)c1[nH]c(C)c(C(=O)OCC(=O)N(CC)C2CCS(=O)(=O)C2)c1C (configuration not stated)	4	5	4	1	1	0	-0.7	0	-7
CC(C)CNC(=O)c1oc2ccccc2c1COc1ccccc1	7	-3	-1	-3	-2	-8	2.5	3	2
Cc1cc(C)c(S(=O)(=O)N2CCCOC2CNC(=O)C(=O)NCc2cccs2)c(C)c1 (configuration not stated)	-4	-2	7	-3	2	5	0.3	5	-3
Cc1ccc(CNC(=O)C2CCC(=O)N(CCc3cccc(F)c3)C2)cc1 (configuration not stated)	-8	0	7	-2	4	8	-1.0	-1	1
COC(=O)COc1cc(=O)oc2ccc(NS(=O)(=O)c3ccccc3)cc12	-2	-6	7	-5	-5	4	2.1	-1	2
Cc1ccc(NC(=S)NC2CCN(Cc3ccccc3)CC2)cc1	-3	0	11	-3	2	9	3.0	3	-3
O=C1c2ccsc2SCCN1Cc1c(Cl)cccc1Cl	-2	-1	14	6	1	3	0.5	-4	-5
CCOC(=O)c1sc(NC(=O)C2CSC3(C)CCC(=O)N23)nc1C (configuration not stated)	2	nt	-6	1	0	-2	nt	nt	nt
Cc1onc(-c2ccccc2)c1CNS(=O)(=O)c1ccc(F)cc1F	6	12	3	-1	5	15	-3.5	-3	-3
Cc1ccc(NC(=O)c2ccc3c(c2)OCCO3)nc1	5	-3	2	-13	16*	0	0.7	-1	1
CCNC(=O)CC1SC(=Nc2ccc(C)cc2)NC1=O (configuration not stated)	0	-2	4	4	-2	-2	1.4	-6	-2
(next part)
SMILES	GLD-1 RNA inh	GSTO1 inh	BCLXL inh	PME-1 inh	PAD4 inh	MCL1-BIM inh	MEX-5 binding	Fam108B counter	TPT1 inh
COc1ccc(CNC(=O)[C@@H]2CC=C[C@@H]3CCN(Cc4ccc(Cl)c(Cl)c4)C(=O)[C@@H]32)cc1	0	-4	6	-1	1	10	1.1	-3	-4
Cc1ccccc1OCCn1cc(/C=C(\C#N)C(=O)NCc2ccco2)c2ccccc21	3	-2	-4	8	5	-6	0.5	2	0
Cc1cccc(C)c1NC(=O)c1cccc(COc2cc(Cl)ccc2Cl)c1	1	5	3	5	-3	3	-3.2	4	-2
Cc1ccc(NC(=O)CCC(=O)OC(C(=O)c2ccc(C)c(C)c2)c2ccccc2)c(C)c1 (configuration not stated)	5	5	-1	0	4	2	0.3	-1	-1
O=C(CSc1nnc(-c2cccnc2)n1-c1ccccc1)N1CCN(c2ccc(F)cc2)CC1	-11	5	2	3	-5	3	1.9	0	-2
CCOc1ccc(-c2nnc3ccc(SCC(=O)Nc4cc(C)on4)nn23)cc1	-7	-5	1	9	-4	-6	0.5	0	3
Cc1ccc(C)c(OCCn2c(=O)c3c(ncn3C3CCCC3)n(Cc3ccccc3)c2=O)c1	2	0	1	-2	1	-4	-0.1	3	3
CCOC(=O)N1CCN(C(=O)CN(c2cccc(C)c2)S(=O)(=O)c2ccccc2)CC1	6	-9	8	-4	-6	18	-1.4	2	-6
O=C(Nc1cccc(Br)c1)c1cccc(OC(=S)N2CCOCC2)c1	9	-7	1	-6	-10	1	4.6	-9	-2
Cc1cccc(-c2nnc(SCc3ccccc3)o2)c1	-1	4	3	3	-3	10	0.3	-5	-1
O=C(O)c1cc(C(F)(F)F)nc2ccccc12	3	0	3	-3	0	1	-0.6	-1	0
COC(=O)[C@@H](Cc1c[nH]c2ccccc12)NC(=O)CNC(=O)c1ccccc1OC	-3	2	-1	0	2	4	-3.3	2	-2
Nn1c(SCC(=O)Nc2cccc(S(N)(=O)=O)c2)nnc1C1CC1	-3	1	5	-2	-2	-2	-1.9	-4	-1
COc1cc(CN2CC(=O)N(c3ccccc3Cl)C2=S)cc(OC)c1OC	1	-7	-2	-9	-2	4	-0.5	-1	1
CNC(=O)c1[nH]cnc1C(=O)N[C@@H](CC(C)C)C(=O)OC(C)(C)C	-6	0	4	-1	-3	1	3.0	4	-2

Compound profiles, from the list above. Order of screens: GLD-1 RNA inh	GSTO1 inh	BCLXL inh	PME-1 inh	PAD4 inh	MCL1-BIM inh	MEX-5 binding	Fam108B counter	TPT1 inh
Record of CNC(=O)c1[nH]cnc1C(=O)N[C@@H](CC(C)C)C(=O)OC(C)(C)C : -6	0	4	-1	-3	1	3.0	4	-2
Record of Cc1cccc(C)c1NC(=O)c1cccc(COc2cc(Cl)ccc2Cl)c1 : 1	5	3	5	-3	3	-3.2	4	-2

This is a subset; rates above refer to the full screens.
